12-LOX inh: Primary qHTS assay for inhibitors of human arachidonate 12S-lipoxygenase (ALOX12): Round 2. Potency, µM (top dose mostly 108 µM), for inactives: at the highest dose activity change, negative = inhibition, usual class: inhibitors. purified 12hLO, xylenol orange hydroperoxide absorbance. Polyunsaturated fatty acid lipoxygenase ALOX12 (Homo sapiens), P18054. actives 1.1% (n = 580,000); also: potency is read from the fitted curve at half-maximal effect; % is scaled to controls: 0 for no effect and ±100 for the full control effect
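Purified human 12hLO (150 nM final) in 25 mM Hepes, 0.01% Triton X-100, pH 7.0 was preincubated 15 min at room temperature with compound. Then 40 uM arachidonic acid was added, 30 min. Hydroperoxide was read by Fe-XO absorbance ratio 573/405 nm.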
ERG Ets-DNA blk: qHTS for Small Molecule Inhibitors of the ERG Ets/DNA interaction. Transcriptional regulator ERG (Homo sapiens), P11308. actives 0.028% (n = 370,000). Potency, µM (doses to about 76.9 µM), for the others: top-dose FP activity, negative = inhibition, usual class: inhibitors. fluorescence polarization, His-ERG Ets domain / labelled DNA; active = well fitted inhibition curve with a large enough effect in the polarisation, with a control signal flat; inconclusive = small, poorly fitted or top-dose-only effect, or effect the other way, or a change in a side signal; inactive = no such curve, though single readings can be large or run the other way; the % refers to the polarisation;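 also: polarization taken with two DNA probes labelled with fluorescein and Texas red; potency is read from the fitted curve at half-maximal effect; % of control where 0% means no effect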
Target sequence (P11308 whole entry, looked up, the tested form may be a part): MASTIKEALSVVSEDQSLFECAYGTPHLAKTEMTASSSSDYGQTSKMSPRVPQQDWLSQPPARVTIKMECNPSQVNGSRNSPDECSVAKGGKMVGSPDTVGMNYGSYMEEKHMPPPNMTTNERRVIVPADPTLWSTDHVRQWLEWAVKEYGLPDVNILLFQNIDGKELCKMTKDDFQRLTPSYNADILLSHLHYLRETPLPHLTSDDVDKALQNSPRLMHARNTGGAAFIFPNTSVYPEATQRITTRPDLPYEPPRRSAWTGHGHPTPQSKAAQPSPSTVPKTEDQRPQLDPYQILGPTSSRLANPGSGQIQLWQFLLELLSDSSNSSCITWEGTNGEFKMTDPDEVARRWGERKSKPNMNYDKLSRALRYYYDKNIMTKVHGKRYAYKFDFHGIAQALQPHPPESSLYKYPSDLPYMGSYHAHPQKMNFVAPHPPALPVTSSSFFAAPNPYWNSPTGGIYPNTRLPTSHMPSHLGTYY
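His-tagged ERG Ets domain (1 uM in the protein solution; 300mM KCl, 50mM Tris-HCl, 1mM EDTA, 1mM DTT, pH 7.5) received compound, then a probe mix of 5 nM fluorescein-DNA and 100nM Texas-615-DNA. Fluorescence polarization was read for both dyes.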
Vif-A3G inh: qHTS for Inhibitors of Vif-A3G Interactions: qHTS | DNA dC->dU-editing enzyme APOBEC-3G (Homo sapiens), Q9HC16 | HeLa A3G-eYFP + Vif (tagged APOBEC3G with the HIV-1 protein that degrades it), YFP fluorescence, overnight | Potency, µM (highest dose often 46.1 µM), for the others: at the highest dose activity, negative = active, hits mostly inhibitors | actives 0.076% (n = 410,000) | AID 602310, 2012;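 also: potency is read from the fitted curve at half-maximal effect; % is scaled to controls: 0 for no effect and ±100 for the full control effect; nearly all actives have a fitted effect of over 60% in size; hits raise eYFP signal because A3G escapes Vif-driven loss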
Target sequence (Q9HC16 whole entry, looked up): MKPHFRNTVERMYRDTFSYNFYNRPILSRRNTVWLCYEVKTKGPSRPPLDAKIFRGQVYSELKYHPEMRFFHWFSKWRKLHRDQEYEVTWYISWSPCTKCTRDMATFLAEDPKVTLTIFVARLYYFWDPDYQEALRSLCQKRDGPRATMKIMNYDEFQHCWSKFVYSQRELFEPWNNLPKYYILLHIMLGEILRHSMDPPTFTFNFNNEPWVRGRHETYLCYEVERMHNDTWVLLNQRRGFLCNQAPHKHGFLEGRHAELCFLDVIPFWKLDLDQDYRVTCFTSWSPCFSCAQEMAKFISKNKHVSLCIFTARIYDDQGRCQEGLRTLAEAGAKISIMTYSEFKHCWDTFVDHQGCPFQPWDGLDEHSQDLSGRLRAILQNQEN
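Read-out is eYFP fluorescence (Ex 488/Em 500-530) from Vif-expressing HeLa A3G-eYFP cells; more signal means A3G escaped Vif-mediated degradation. Cells plated overnight, compound pinned in, incubated overnight at 37 deg C.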
GRP78 ERSR act: qHTS for Inducers of the Endoplasmic Reticulum Stress Response (ERSR) in Human Glioma: qHTS; U87-MG GRP78 promoter luciferase reporter, 16 h; actives 0.02% (n = 420,000); AID 602332, 2012; Potency, µM, inactives show at the highest dose activation, usual class: activators; also: potency is read from the fitted curve at half-maximal effect; series mostly up to about 76 µM; % of control where 0% means no effect; nearly all actives have a fitted effect of over 35% in size
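Stably transfected U87-MG human glioma cells carrying a GRP78-based luminescent sensor were seeded at 1000 cells/well, pin-dosed with compounds and incubated 16 h. Luciferase reagent was then added, and end-point luminescence was read after 10 min at room temperature.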
D2 agonist: HTS Assay for Allosteric Agonists of the Human D2 Dopamine Receptor: Primary Screen for Agonists; activation, % at 2 µM; actives 0.53% (n = 340,000); D(2) dopamine receptor (Homo sapiens), P14416; AID 485358, 2010; HEK293 T-REx D2 cells, calcium flux agonist mode;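 active = activation over 3 SD above normal in the single-dose calcium agonist read, cut at about 30% in these data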; also: 0% is about no effect
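Agonism scored from kinetic calcium signal (1 read/sec, 180 s) following compound pin transfer, after a 10 s baseline. Cells: HEK293 Trex line expressing inducible D2 receptor coupled to calcium, dye-loaded after overnight culture at 30 C.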
Vif-APOBEC3F blk: qHTS for Inhibitors of Vif-A3F Interactions: qHTS | HeLa A3F-eYFP + Vif (tagged APOBEC3F with the HIV-1 protein that degrades it), YFP fluorescence increase | AID 602313, 2012 | actives 0.2% (n = 390,000) | Potency, µM (doses to about 46.1 µM), for inactives: at the top dose activity, negative = active; also: potency is read from the fitted curve at half-maximal effect; % of control where 0% means no effect; nearly all actives have a fitted effect of over 65% in size
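HeLa cells stably expressing Vif plus C-terminally eYFP-tagged A3F were seeded, incubated overnight at 37 deg C, dosed with compound, incubated overnight again at 37 deg C. Yellow fluorescence (Ex 488/Em 500-530) reported blocked Vif-mediated A3F-eYFP degradation.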
LDHA block: qHTS assay for inhibitors of human lactate dehydrogenase; L-lactate dehydrogenase A chain (Homo sapiens), P00338; purified LDHA, NADH/diaphorase-resazurin fluorescence; stronger effect = lower value; activity change, % (values are at about 110 or 230 µM); actives 0.15% (n = 480,000); in the data active = activity change below about -30%; inconclusive = mostly about -25% to -30%;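 also: plate controls were DMSO wells for no effect and wells without enzyme for full effect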
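Enzyme activity of human lactate dehydrogenase 5 (2 nM; 0.06 mM NADH, 0.2 mM pyruvate, 5 min, RT) is measured via a resazurin/diaphorase fluorescence readout of residual NADH.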
D2 antag: HTS Assay for Allosteric Antagonists of the Human D2 Dopamine Receptor: Primary Screen for Antagonists; D(2) dopamine receptor (Homo sapiens), P14416; HEK293 TREx D2 cells, calcium flux, dopamine EC80; inhibition, % at 10 µM; actives 2% (n = 340,000); AID 485344, 2010; in the data active = inhibition above about 30%; also: 0% is about no effect
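Overnight-induced (tetracycline, 30 C) HEK293 T-REx cells carrying force-coupled D2 receive a no-wash calcium dye, then compound, then EC80 dopamine at 180 s; signals are read kinetically throughout.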
RGS4 inh: Inhibitors of Regulator of G Protein Signaling (RGS) 4: qHTS; Transcreener GDP fluorescence polarization, RGS4-accelerated GTP hydrolysis; Potency, µM (doses to about 114 µM), without a hit: at the top dose activity change, negative = inhibition, hits mostly inhibitors; actives 0.039% (n = 390,000); also: potency is read from the fitted curve at half-maximal effect; % is scaled to controls: 0 for no effect and ±100 for the full control effect; nearly all actives have a fitted effect of over 75% in size; some results filed as inactive show a strong effect at the top dose
Target sequence (P49798 whole entry, looked up): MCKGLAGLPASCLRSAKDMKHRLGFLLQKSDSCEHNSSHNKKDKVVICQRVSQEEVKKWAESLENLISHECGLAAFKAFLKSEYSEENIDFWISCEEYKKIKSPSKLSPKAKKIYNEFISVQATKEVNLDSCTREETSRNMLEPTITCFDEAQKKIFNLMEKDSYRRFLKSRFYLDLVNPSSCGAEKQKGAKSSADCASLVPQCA
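MLSMR compounds (23 nl, pin-transferred) preincubated 10 min at room temperature with a 500nM (2x) first reagent, then RGS4 at 900nM (2x) plus Transcreener GDP mix added; fluorescence polarization (620/688 nm) read before and after 90 min at 30 °C.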
Starred values were filed as active, the others as inactive; ? = inconclusive; / = no result given; & = joins results of further samples; [ ] = remark or other dose. Unless noted, calls follow the shape of the dose curve; as a rule, active = well fitted curve in the direction sought with a large enough effect; inconclusive = small, poorly fitted or top-dose-only effect, or another doubt; inactive = no such curve, though single readings can be large; an effect the other way counts as inactive or inconclusive.

SMILES | 12-LOX inh | ERG Ets-DNA blk | Vif-A3G inh | GRP78 ERSR act | D2 agonist | Vif-APOBEC3F blk | LDHA block | D2 antag | RGS4 inh
CCN(c1ccc2c(c1)OCO2)S(=O)(=O)c1cc(Br)cc2c1N(C(=O)C1CC1)CC2 | ? | 11% | -3% | 0% | 0.1 | -8% | 30 | -5 | -18%
COc1ccc(C(=O)Nc2sc3c(c2C(=O)O)CC(C)(C)OC3)cc1 | -7% | -9% | 1% | 2% | -1.0 | -7% | -9 | -2 | 0%
Cn1ccc(=Nc2ccc(NC(=O)c3ccc(N=c4ccn(C)c5ccc([N+](=O)[O-])cc45)cc3)cc2)cc1 | ? | 14% | 4% | -8% | / | 3% | -1 | / | -46%
CN(C(=S)Nc1cccnc1)c1ccc(O)cc1 | ? | -5% | -4% | -1% | / | 4% | 31 | / | ?
Cc1cccc(NC(=O)CCN2CCN(C/C=C/c3ccccc3)CC2)c1 | 12% | 7% | 2% | 11% | 12 | -11% | -1 | 15 | 19%
O=C(Nc1c(Cl)cccc1Cl)c1cc(-c2ccco2)on1 | -11% | 4% | -1% | 1% | -0.2 | 6% | -5 | 24 | 6%
Cc1cccc(OCc2n[nH]c(=S)n2C2CCCCC2)c1 | ? | / | ? | -3% | -0.5 | -6% | 4 | -3 | -41%
CCCCn1c(N)c(N(CC)C(=O)C2CCN(C(=O)c3ccccc3C)CC2)c(=O)[nH]c1=O | 0% | 11% | -10% | -2% | 0.1 | 0% | -3 | -21 | 2%
CCCCOc1ncnc2c1[nH]c1ccc(OCC)cc12 | 3% | -2% | 4% | -2% | 0.1 | 0% | -3 | -5 | 3%
O=C(OCc1cc2ccccc2[nH]c1=O)c1ccco1 | -6%&18% | / | 0% | 0% | 0.7 | -10% | -1&0 | 4 | 2%
Cn1c(NCc2ccco2)nc2c1c(=O)n(Cc1ccc(Cl)cc1Cl)c(=O)n2C | -24% | / | 2% | -1% | -0.1 | 1% | 0 | -14 | 6%
Cc1nc(N2CCN(S(=O)(=O)c3ccc(F)cc3)CC2)c2c(C)c(C)sc2n1 | -5% | / | 2% | -5% | -1.5 | 4% | -2 | -5 | -11%
O=C(NCC1CCCO1)c1ccc(Cl)c(S(=O)(=O)Nc2ccccc2)c1 (stereo not drawn) | 10% | 4% | -2% | -1% | -0.5 | -21% | -3 | -5 | -4%
CCOc1ccc2ccccc2c1/C=N/NC(=O)c1cc(C)[nH]n1 | -7% | 5% | 1% | 1% | 1.3 | 8% | -10 | 12 | 6%
CC(C)CNC(=O)C(=O)NCCCN1CCOCC1 | 0% | 4% | 0% | -3% | -0.5 | -6% | 0 | 4 | -30%
O=C(N/N=C/c1ccc(Cl)cc1)c1n[nH]c2c1CCCC2 | 169%[activator] | -3% | ? | 1% | 0.1 | 6% | -2 | 14 | -3%
CCN(CCn1cccn1)C(=O)c1cc(COc2cc(C)ccc2C)on1 | -3% | -2% | 0% | 3% | 0.3 | -8% | -3 | -17 | 10%
Cc1ccnc(N(C(=O)Nc2ccccc2)C2=NCC(C)(C)S2)c1 | 13% | -7% | 2% | ? | 0.3 | 2% | -4 | -6 | 15%
Cc1cc(/C=C2\SC(=S)N(C)C2=O)c(C)n1-c1ccccc1O | ? | 18% | ? | 1% | / | 11µM* | -3 | / | 10%
CC1CCCCN1C(=O)CSc1nnc2c(n1)[nH]c1ccccc12 (stereo not drawn) | -6% | 9% | 2% | -1% | 0.0 | 9% | -5 | -6 | -9%
Cc1ccccc1CN(c1ccc(C(=O)NCC2CCCO2)cc1)S(C)(=O)=O (stereo not drawn) | 1% | -1% | -1% | -4% | 0.3 | 5% | -2 | -5 | -27%
CCOc1ccc(NC(=O)CSc2nnc(C3CC3)n2C)cc1 | -49% | 5% | 0% | -2% | -0.7 | 11% | -5 | 2 | 3%
Cc1ccc(C2NC(=O)CCC2[N+](=O)[O-])cc1 (stereo not drawn) | 6% | 6% | 0% | -1% | -1.7 | -9% | -7 | -4 | ?
Cc1cc(OCC(=O)Nc2ccc(N3CCN(C(=O)c4ccco4)CC3)cc2)cc(C)c1Cl | -11% | 0% | -8% | -3% | -1.2 | -6% | -4 | -1 | -26%
CC(=O)N1C[C@H]2CON(C)[C@H]2C[C@H]1c1ccccc1Br | 2% | 12% | 3% | -1% | / | 5% | -1 | / | 19%
O=C(Nc1ccc(Br)cn1)c1ccc2nccnc2c1 | -3% | 10% | -23% | -2% | / | 1% | 6 | / | ?
COc1ccc(CCN(C(=O)COc2ccccc2)c2nc(-c3ccccc3)cs2)cc1OC | -17% | 24% | -6% | 0% | 2.2 | -1% | -1 | -12 | 1%
CCOc1ccc2nc(NCCCNS(=O)(=O)c3ccccc3)c(C#N)cc2c1 | ? | 14% | 3% | 3% | / | -1% | 6 | / | -28%
CCC(Oc1ccc(C)cc1)C(=O)Nc1ccccc1C(=O)N1CCOCC1 (stereo not drawn) | / | 3% | 1% | -2% | -0.9 | 4% | -3 | -12 | -11%
Cn1c(=O)[nH]c(=O)c2c1nc(SCC(O)CO)n2CCCc1ccccc1 (stereo not drawn) | -5% | -1% | 0% | -1% | -0.4 | 1% | -4 | -10 | 3%
NC(=O)NC(CC(=O)NCCc1ccccn1)c1ccccc1Cl (stereo not drawn) | -9% | -20% | 1% | -1% | 2.1 | 7% | 0 | -14 | -20%
O=c1c2c3c(sc2nc2n1CCCCC2)C(O)CCC3 (stereo not drawn) | -5% | -4% | 0% | 0% | / | 9% | 3 | / | 0%
O=C(NCc1noc2ccccc12)N1CCN(c2ccccc2)CC1 | 2% | -2% | -7% | 1% | 0.4 | -9% | -2 | / | 0%
O=C(Cn1c(C(F)(F)F)nc2ccccc21)Nc1ccccc1N1CCOCC1 | -28% | -6% | 0% | -4% | 0.7 | -15% | -3 | -2 | 0%
O=C(CN1CCCCC1)Nc1cc(S(=O)(=O)N2CCOCC2)ccc1N1CCCC1 | 34%[activator] | 11% | 6% | -2% | 0.3 | 7% | -1 | 6 | -1%
COc1ccc(SCCN2CC[C@@H](C)CCC2=O)cc1 | -2% | -6% | 1%&-7% | 1%&0% | 0.6 | 0% | 1 | 1 | -5%

Copied from above for reference:
SMILES | 12-LOX inh | ERG Ets-DNA blk | Vif-A3G inh | GRP78 ERSR act | D2 agonist | Vif-APOBEC3F blk | LDHA block | D2 antag | RGS4 inh
CC(=O)N1C[C@H]2CON(C)[C@H]2C[C@H]1c1ccccc1Br | 2% | 12% | 3% | -1% | / | 5% | -1 | / | 19%
O=C(Nc1ccc(Br)cn1)c1ccc2nccnc2c1 | -3% | 10% | -23% | -2% | / | 1% | 6 | / | ?
COc1ccc(CCN(C(=O)COc2ccccc2)c2nc(-c3ccccc3)cs2)cc1OC | -17% | 24% | -6% | 0% | 2.2 | -1% | -1 | -12 | 1%

Next part:
SMILES | 12-LOX inh | ERG Ets-DNA blk | Vif-A3G inh | GRP78 ERSR act | D2 agonist | Vif-APOBEC3F blk | LDHA block | D2 antag | RGS4 inh
O=C1CC(c2ccccc2)CC(O)=C1C=Nc1cccc(Cl)c1 (stereo not drawn) | -3% | 8% | -3% | 2% | 0.6 | 9% | 2 | -7 | -3%
O=C(CN(c1ccc(Br)cc1)S(=O)(=O)c1ccc(Cl)c([N+](=O)[O-])c1)NCC1CCCO1 (stereo not drawn) | 33% | 10%[15.4 µM] | -24% | -12% | / | -16% | -3 | / | -17%
C/C(CC(=O)Nc1ccccn1)=N\NC(=O)c1cnccn1 | 0% | -7% | -4% | 4% | -0.7 | 5% | -1 | -19 | 13%
O=C(Nc1nc2ccccc2s1)c1ccc2sc([C@H]3C[C@H](O)[C@@H](CO)O3)nc2c1 | -7% | / | -20% | -4% | / | / | -2 | / | /
Cc1ccc2c(CC(=O)N3CCN(S(=O)(=O)c4cccs4)CC3)coc2c1 | 3% | 1% | -4% | -2% | 0.2 | -15% | 0 | 1 | 13%
Cn1c(NC(=O)C2CC2)cc(=O)n(C)c1=O | ? | 13% | 0% | -4% | -0.1 | 4% | 4 | -13 | 0%
CCC(=O)N1c2ccc(S(=O)(=O)N3CCCCC3)cc2CC1C (stereo not drawn) | 0% | 1% | 2% | -2% | -0.1 | -5% | -1 | 8 | -6%[56.9 µM]
COC(=O)c1c(C)[nH]c(C(=O)COC(=O)c2c(C)noc2C)c1C | -3% | 22% | -2% | 6% | 0.0 | -3% | -7 | 7 | 27%
O=C1CC(N2CCN(c3ccc(Cl)c(Cl)c3)CC2)C(=O)N1 (stereo not drawn) | ? | -5% | 0% | -2% | -2.6 | 1% | 0 | 3 | -15%
O=C(Nc1ccccc1)NC1(C(=O)N2CCC(O)CC2)CCCCC1 | 18% | 1% | -8% | -1% | 0.4 | 0% | -10 | 0 | 9%

A portion of the library. The share of hits here may be higher or lower than overall.
